KCNQ2 block: KCNQ2 potassium channel inhibitors, primary screen, cell-based, CHO-K1, FluxOR thallium flux, B-score (AID 2156). Potassium voltage-gated channel subfamily KQT member 2 (Rattus norvegicus), O88943. 20 min; active compounds read low. B-score at 10 µM. 310,000 compounds, 1.1% hits;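 active means fluorescence ratio B-score at most minus 3 library SDs, with starting brightness B-score within 2 library SDs, cut at about -5.5 in these data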
Kir21 block: inhibitors of mouse Kir2.1 inward-rectifier potassium channel | Inward rectifier potassium channel 2 (Mus musculus), P35561 | HEK293-Kir2.1, FluxOR thallium flux fluorescence; active compounds read low | B-score at 10 µM | 310,000 compounds, 0.85% hits | AID 1672, 2009;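 active means fluorescence ratio B-score at or below minus 3 SD of library scores, with starting-brightness B-score within 2 SD, cut at about -4.2 in these data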;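 further: channel flux triggered by added potassium and thallium sulfate stimulus; B-score of peak minus minimum fluorescence over baseline after thallium stimulus; more negative B-score means stronger Kir2.1 block with less thallium influx; some compounds called inactive have numbers as strong as hits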
Target sequence (P35561 whole entry, looked up): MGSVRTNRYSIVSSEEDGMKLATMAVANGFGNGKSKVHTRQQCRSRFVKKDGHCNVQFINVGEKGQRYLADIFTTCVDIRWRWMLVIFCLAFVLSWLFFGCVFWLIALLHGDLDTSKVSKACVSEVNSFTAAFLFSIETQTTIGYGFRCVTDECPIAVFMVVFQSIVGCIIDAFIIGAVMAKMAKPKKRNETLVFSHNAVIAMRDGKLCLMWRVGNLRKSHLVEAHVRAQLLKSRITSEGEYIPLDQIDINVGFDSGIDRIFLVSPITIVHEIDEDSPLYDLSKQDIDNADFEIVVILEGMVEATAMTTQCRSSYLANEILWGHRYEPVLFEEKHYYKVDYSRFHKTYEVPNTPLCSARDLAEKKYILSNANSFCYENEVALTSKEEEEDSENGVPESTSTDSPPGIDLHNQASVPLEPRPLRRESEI
Active calls of the source: *; i = inactive.

SMILES	KCNQ2 block	Kir21 block
Cc1ccnc(NS(=O)(=O)c2ccc(N3C(=O)C4CCCCC4C3=O)cc2)n1 (stereo not given)	i	-1.9
O=C(c1ccco1)N1CCN(Cc2cccc(C(F)(F)F)c2)CC1	i	-0.39
Clc1ccccc1CNCC1CCCO1 (stereo not given)	i	-0.25
O=C(NCCN1CCOCC1)c1cc(-c2ccc(F)cc2)nc2ccccc12	i	-0.12
COc1ccc(CCNC(=O)CCS(=O)(=O)c2ccc3c(c2)NC(=O)CS3)cc1OC	i	0.86
COCCCN1C(=O)C(=O)/C(=C(/O)c2ccc(S(=O)(=O)N3CCOCC3)cc2)C1c1cccc(Cl)c1 (stereo not given)	i	-0.58
O=C1ON=C(c2ccc([N+](=O)[O-])cc2)/C1=C/c1ccccc1O	i	-0.16
Cc1ccc(C2(O)CN(c3ccccc3)C3=[N+]2CCS3)cc1 (stereo not given)	i	-0.46
O=C(COc1ccc2ccccc2c1)NCC1CCCO1 (stereo not given)	i	1.8
CCOC(=O)CCCc1ccc(/C(C)=N/NC(N)=S)cc1	i	-0.79
COc1cc(C(=O)N/N=C/c2ccc3c(c2)c2ccccc2n3C)ccc1O	i	2.2
CC(C)C(NC(=O)C(Cc1ccccc1)NC(=O)OCc1ccccc1)C(=O)O (stereo not given)	i	-0.09
COc1ccc(C)cc1NC(=O)NC1CCCc2ccccc21 (stereo not given)	i	-0.79
CCCCNC(=S)NNC(=O)c1csc(C)c1C	i	0.35
CCn1c(Cc2ccc(OC)cc2)nnc1SCC(=O)NC1CC1	i	2.6
CCc1ccc(NC(=S)/N=C(\N)Nc2nc(C)c3cc(CC)ccc3n2)cc1	i	-0.21
CN(C)S(=O)(=O)c1cccc(NC(=O)c2ccc3c(c2)OCCO3)c1	i	0.23
Cc1c(CCC(=O)NCCCn2ccnc2)c(=O)oc2c(C)c3oc4c(c3cc12)CCCC4	i	-0.61
COc1ccccc1C(=O)N/C(=C\c1cn(C)c2ccccc12)C(=O)NCCCN1CCOCC1	i	-0.19
Cc1cc(=O)[nH]c(COc2ccccc2)n1	i	-1.2
O=C(CN1CCN(Cc2ccccc2Cl)C1=O)NCc1ccccn1	i	0.16
O=C1NN(c2ccccc2)C(=O)/C1=C\c1cccn1-c1ccc(Cl)c([N+](=O)[O-])c1	i	1.1
CC(CCc1ccc(O)cc1)NC1c2ccccc2-c2ccccc21 (stereo not given)	i	-14*
CCn1cc(-c2nnnn2-c2ccc(Cl)cc2)c(=O)c2ccccc21	i	-3.4
COc1ccc(/C=N/NC(=O)Nc2ccc3nsnc3c2)c(OC)c1	i	1.1
CCOc1ccc(C2C(C(=O)NC)=C(C)Nc3nc4ccccc4n32)cc1OC (stereo not given)	i	1.1
Cc1ccc2c(c1C)OC(=O)CC2c1ccccc1 (stereo not given)	i	0.15
COc1cccc(CN2CCN(CC(=O)NCCc3ccccc3)CC2)c1	i	1.1
O=C(N[C@@H](Cc1ccccc1)C(=O)OCc1ccccc1)c1nc[nH]c1C(=O)N[C@@H](Cc1ccccc1)C(=O)OCc1ccccc1	i	0
O=C(Nc1ccc(S(=O)(=O)N2CCCCC2)cc1)C1CC(=O)N(c2ccc(Cl)cc2)C1 (stereo not given)	i	-0.01
Cc1oc(-c2cccc(C(F)(F)F)c2)nc1CN1CCOCC1	i	1.2
COc1cccc(/C(O)=C2/C(=O)C(=O)N(Cc3ccco3)C2c2ccncc2)c1 (stereo not given)	i	-0.87
O=C(NCc1cccnc1)c1ccc(COc2ccccc2Cl)o1	i	0.52
O=C(NC1c2ccccc2-c2ccccc21)N1CCCCC1	-6.8*	-0.91
CC(C(=O)Nc1ccc(S(=O)(=O)N2CCOCC2)cc1)N1C(=O)C2CC=CCC2C1=O (stereo not given)	i	-0.03
O=C1NCCNC(=O)c2ccccc2OCCOc2ccccc21	i	-0.06
O=C(NCc1ccco1)c1ccc(Br)c(S(=O)(=O)N2CCCCC2)c1	i	-1.9
COc1ccc(CCNC(=O)C2CC3Cn4c(nc5cc(Cl)c(Cl)cc54)C3N2C)cc1 (stereo not given)	i	1.2
O=C1Nc2ccccc2O/C1=C\c1ccccc1	i	-0.51
CCc1ccccc1NC(=O)C1CCCN(c2nccc(C)n2)C1 (stereo not given)	i	-1.4
COc1ccc(C2(C(=O)Nc3ccccc3)CCOCC2)cc1	i	0.34
Nn1c(SCC(=O)N2CCCc3ccccc32)nnc1-c1ccc(Cl)cc1	i	0.22
CCOC(=O)C1CCN(C(=O)CCc2ccccc2)CC1	i	0.39
COc1ccc2[nH]c(C(=O)Nc3ccc(C)c(F)c3)cc2c1	i	0
Cc1ccc(COC(=O)Cc2coc3cc(O)ccc23)cc1	i	-0.03
CC(=O)N1CCN(S(=O)(=O)c2cccc(C(=O)Nc3nccs3)c2)CC1	i	1.6
CCn1c(CNc2ccc(Cl)cc2)nnc1SCC(=O)OC1CCCCC1	i	-6.6*
COc1cc(/C=C2\SC(=O)N(c3ccccc3Cl)C2=O)cc([N+](=O)[O-])c1O	i	1.5
COc1ccc(NC(=O)CN(C)S(=O)(=O)c2ccc3c(c2)CCCN3C(C)=O)cc1	i	0.26
CCCCN1C(=O)C(=O)N(CC(=O)N2CCN(c3ccccc3)CC2)C1=O	i	0.49

Carrying on.
SMILES	KCNQ2 block	Kir21 block
CCCCCCn1c(=O)c(-c2ccccc2)c(O)c2ccccc21	i	-3
CS(=O)(=O)c1ccccc1C(=O)Nc1cc(Cl)ccc1-n1cncn1	i	-0.15
COC(=O)COc1c(Cl)cc(C(c2c(C)[nH][nH]c2=O)c2c(C)[nH][nH]c2=O)cc1OC	i	0.12
CC(c1ccccn1)N(C)C(=O)c1ccc2nc(Cc3cccc(Cl)c3)oc2c1 (stereo not given)	i	0.04
FC(F)(F)c1cc(-c2ccco2)nc2ncnn12	i	-0.77
O=C(O)c1ccc(NCc2ccc3c(c2)OCO3)cc1	i	0.26
COc1ccc(-c2cn(-c3ccc(Cl)cc3)c3[n+]2CCCCC3)cc1	i	1.1
O=C(NC1CCN(Cc2ccccc2)CC1)c1ccc(Oc2cc(Cl)cc(Cl)c2)o1	i	-0.06
CCC(=O)Nc1cc(NC(=O)CSc2ncc(-c3ccc(F)cc3)n2Cc2ccco2)ccc1C	i	0.37
CCN1CC=C2C(C1)C(c1ccc(Cl)s1)C(C#N)=C(N)C2(C#N)C#N (stereo not given)	i	-9.8
Cc1ccc2[nH]c3c(N4CCN(Cc5ccccc5)CC4)ncnc3c2c1	i	-1.8
Clc1ccc(CSc2nccn2Cc2ccccc2)cc1	i	-0.01
COc1ccc(C(=O)Nc2cccc3c2CCCC3)cc1OC	i	0.52
Cc1c(/C=N/NC(=O)C(NC(=O)c2ccc3c(c2)OCO3)C(C)C)c2ccccc2n1C (stereo not given)	i	1.6
O=S(=O)(Nc1ccc(O)c(Sc2nc3ccccc3s2)c1)c1ccc(Cl)cc1	i	0.12
COCCN(C(=O)COC(=O)/C=C/c1ccc2c(c1)OCO2)c1c(N)n(Cc2ccccc2)c(=O)[nH]c1=O	i	-1.3
CCCNc1c(NC(C)=O)c(=O)oc2ccccc12	i	0.2
CC(C)OCCCNC(=O)c1ccc(NS(C)(=O)=O)cc1	i	0
Brc1ccccc1OCCCn1cnc2ccccc21	i	-2.1
COC(=O)c1ccc(C2Nc3ccccc3NC3=C2C(=O)CC(C)(C)C3)cc1 (stereo not given)	i	1.4
CC1CCN(Cc2nnnn2CCCC(=O)N(C)C2CCOC2)CC1 (stereo not given)	i	-0.36
COc1ccc(CN2C(=O)CSC2c2ccncc2)cc1 (stereo not given)	i	-0.79
Cc1ccccc1C(=O)Nc1c(-c2cccs2)c(=O)c2ccccc2n1C	i	-1.8
CCOc1cc(CN2CCN(Cc3ccc(C)o3)C(CCO)C2)ccc1OC (stereo not given)	i	0.16
Cc1ccnc(NC(=O)CCC(=O)N(CC(=O)NC2CCCCC2)C2CCCC2)c1	i	1.1
O=C(Nc1cc(Cl)ccc1Cl)C1CC(=O)N(c2ccc(Br)cc2)C1 (stereo not given)	i	1.2
O=C(NNc1ccccc1[N+](=O)[O-])Nc1ccc(F)cc1	i	0.69
COc1cccc(CNC(=O)C2CCCN(c3cnccn3)C2)c1 (stereo not given)	i	0.16
N#Cc1ccc(-c2csc(NC(=O)C3CC3)n2)cc1	i	-0.82
COc1ccc(/C=N/NC(=O)c2ccccc2OCc2ccccc2)c(OC)c1	-6.8*	0.03
CC1(C)C(=O)NCCN1C(=O)c1ccc2nc(Cc3ccccc3F)oc2c1	i	-1.3
COCCNC(=O)c1cc2c(=O)n(C)c3ccccc3c2n1C	i	1.9
C=CCNC(=O)CN(c1cccc(Br)c1)S(C)(=O)=O	i	1.6
COc1ccc(CN(C)C(=O)C23CC4CC(CC(Cl)(C4)C2)C3)c(OC)c1OC	i	1
O=C(Nc1cccc(-c2ccc(N3CCCCC3)nn2)c1)C(F)(F)F	i	-0.01
COc1ccccc1N1CCN(C(=O)CCn2c(=O)[nH]c3ccsc3c2=O)CC1	i	2.8
Cc1ccc2cc(CN(C)C(=O)C3CCCO3)c(=O)[nH]c2c1 (stereo not given)	i	2.2
O=C(OCc1cc([N+](=O)[O-])cc2c1OCOC2)c1ccccn1	i	-1.1
Cc1c(NC(=O)c2ccccc2F)c(=O)n(-c2ccccc2)n1C	i	0.99
O=C(O)C1=C[C@@H](c2ccc(C(F)(F)F)cc2)C[C@@H](OCc2ccc(CO)cc2)O1	i	0.01
O=C(/C=C/c1ccco1)Nc1ccccn1	i	0.07
CC(=O)Nc1ccc(NC(=O)c2ccccc2N(Cc2ccccc2)S(C)(=O)=O)cc1	i	-0.63
C/C(=N\NC(=O)c1ccccc1)C1C2C=CC(C2)C1(C)C (stereo not given)	i	-0.2
COc1ccc(CC(=O)Oc2ccccc2C)cc1	i	0.89
Cc1cc(S(=O)(=O)N2CCOCC2)ccc1F	i	-0.38
O=C(Cn1c(=O)c2cccn2c2ccccc21)Nc1cc(F)ccc1F	i	0.03
COc1cccc(-c2nc(CCl)cs2)c1OC	i	0.9
NC(=NCCc1ccc(Cl)cc1)NS(=O)(=O)c1ccccc1	i	-3.1
CC(C)c1ccc(S(=O)(=O)c2nnn3c2nc(NCC2CCCO2)c2ccccc23)cc1 (stereo not given)	i	0.13
Cc1nc(-c2cccs2)sc1C(=O)NN	i	-1

More compounds follow:
SMILES	KCNQ2 block	Kir21 block
CN(C=[N+](C)C)c1cccc2c1C(=O)c1ccccc1C2=O	i	1
O=C(NCCN1CCN(c2ccccc2)CC1)Nc1ccccc1Br	i	0.76
Cc1cc(C)n(CC(O)Cn2c3ccccc3c3ccccc32)c(=O)n1 (stereo not given)	i	-1.6
C/C(=N\NC(=O)CSCc1cccc(Br)c1)c1ccc([N+](=O)[O-])cc1	i	-0.18
CCOC(=O)N1CCN(c2nc(-c3cccs3)nc3ccccc23)CC1	i	0.42
CCOC(=O)Cc1nnc(NC(=O)CCc2ccccc2)s1	i	0.3
CC(C(=O)N=Nc1c(O)n(C)c2ccc(Br)cc12)n1cnc2ccccc2c1=O (stereo not given)	i	0.45
CC1(C(=O)Nc2ccccc2)Cc2ccccc2C(=O)O1 (stereo not given)	i	0.03
COC(=O)c1ccc(-n2nnnc2SCc2nn[nH]n2)cc1	i	0.01
CCCCCCSc1ccc([C@H]2N[C@@](CC(C)C)(C(=O)OC)[C@H]3C(=O)N(C)C(=O)[C@@H]23)cc1	i	0

Of the compounds above, 11 contain a furan ring, fused or not:
SMILES	KCNQ2 block	Kir21 block
O=C(c1ccco1)N1CCN(Cc2cccc(C(F)(F)F)c2)CC1	i	-0.39
Cc1c(CCC(=O)NCCCn2ccnc2)c(=O)oc2c(C)c3oc4c(c3cc12)CCCC4	i	-0.61
COc1cccc(/C(O)=C2/C(=O)C(=O)N(Cc3ccco3)C2c2ccncc2)c1 (stereo not given)	i	-0.87
O=C(NCc1cccnc1)c1ccc(COc2ccccc2Cl)o1	i	0.52
O=C(NCc1ccco1)c1ccc(Br)c(S(=O)(=O)N2CCCCC2)c1	i	-1.9
Cc1ccc(COC(=O)Cc2coc3cc(O)ccc23)cc1	i	-0.03
FC(F)(F)c1cc(-c2ccco2)nc2ncnn12	i	-0.77
O=C(NC1CCN(Cc2ccccc2)CC1)c1ccc(Oc2cc(Cl)cc(Cl)c2)o1	i	-0.06
CCC(=O)Nc1cc(NC(=O)CSc2ncc(-c3ccc(F)cc3)n2Cc2ccco2)ccc1C	i	0.37
CCOc1cc(CN2CCN(Cc3ccc(C)o3)C(CCO)C2)ccc1OC (stereo not given)	i	0.16
O=C(/C=C/c1ccco1)Nc1ccccn1	i	0.07

Compound profiles, as listed above. Order of values: KCNQ2 block	Kir21 block
Profile of Cc1ccc2cc(CN(C)C(=O)C3CCCO3)c(=O)[nH]c2c1 (stereo not given) : i	2.2
Profile of COc1ccc(C2(C(=O)Nc3ccccc3)CCOCC2)cc1 : i	0.34
Profile of COCCN(C(=O)COC(=O)/C=C/c1ccc2c(c1)OCO2)c1c(N)n(Cc2ccccc2)c(=O)[nH]c1=O : i	-1.3
Profile of Cc1ccccc1C(=O)Nc1c(-c2cccs2)c(=O)c2ccccc2n1C : i	-1.8

(further entries)
SMILES	KCNQ2 block	Kir21 block
Cc1ccc(S(=O)(=O)NNC(=O)c2cccc(O)c2)cc1	i	0.15
COc1ccccc1NC(=O)CSc1nc(N)cc(N)n1	i	-0.81
CC1CCN(c2nc3c(=O)[nH]c(N)nc3n2[C@@H]2O[C@H](CO)[C@@H](O)[C@H]2O)CC1	i	-2.6
COc1ccc(OC)c(CCNC(=O)CCn2nc(C)c3c(C)n(-c4ccccc4)nc3c2=O)c1	i	0.16
CC(=O)Nc1ccc(S(=O)(=O)Nc2nc3c(s2)CCCC3)cc1	i	-1.1
COc1cccc(N2CCN(c3ccc([N+](=O)[O-])cn3)CC2)c1	i	-1.6
O=C(NCCc1ccccc1Cl)C1CCN(S(=O)(=O)c2cccs2)CC1	i	-1.1
CCc1ccc(CNC(=O)c2nn(C)c3c2CS(=O)(=O)c2ccccc2-3)cc1	i	0.1
